Screens as filed in PubChem BioAssay.
BoNT-A LC inh2: BoNT A light chain protease inhibition; multiplex microsphere protease substrate cleavage, flow cytometry; inhibition, % at 10 µM; 360,000 tested, 0.17% active; AID 588499; in the data active = inhibition above about 30%; inconclusive = no clear call, values can overlap the other calls; note: plate controls were buffer without enzyme for full effect and enzyme alone for no effect
CCHFV vOTU inh: blocks the CCHF virus ovarian tumor domain protease | inhibition, % at 11.5 µM | CCHFV vOTU protease, Pep-AMC fluorescence | 370,000 tested, 0.55% active; note: 0% = vehicle wells with enzyme and 100% = no enzyme wells
FadD28 binding: M. tuberculosis FadD28 bisubstrate binding inhibition | FadD28 bisubstrate probe binding, fluorescence polarization | inhibition, % at 12.5 µM | 360,000 tested, 0.22% active | AID 588549; in the data active = inhibition above about 8.5%, passing the limit was not always enough; inconclusive = no clear call, values can overlap the other calls
BioA inh: blocks M. tuberculosis BioA enzyme activity. purified M. tuberculosis BioA enzyme, plate reader. inhibition, % at 9.99 µM. 360,000 tested, 0.096% active; in the data active = inhibition above about 40%; inconclusive = no clear call, values can overlap the other calls
PrPC TRFRET: reduces human prion protein on the cell surface; P04156; cell surface PrPC, TR-FRET read-out; inhibition, % at 13.8 µM; 370,000 tested, 0.43% active; AID 720596; in the data active = inhibition above about 24%; note: 0% = median of the test wells and 100% = reference compound wells
UGM FP inh: Mtb UDP-galactopyranose mutase inhibition; purified UGM, fluorescence polarization probe displacement; AID 504406; 320,000 tested, 0.06% active; inhibition, % at 10 µM; in the data active = inhibition above about 10%, passing the limit was not always enough; inconclusive = no clear call, values can overlap the other calls
Target sequence (P9WIQ1 whole entry, looked up): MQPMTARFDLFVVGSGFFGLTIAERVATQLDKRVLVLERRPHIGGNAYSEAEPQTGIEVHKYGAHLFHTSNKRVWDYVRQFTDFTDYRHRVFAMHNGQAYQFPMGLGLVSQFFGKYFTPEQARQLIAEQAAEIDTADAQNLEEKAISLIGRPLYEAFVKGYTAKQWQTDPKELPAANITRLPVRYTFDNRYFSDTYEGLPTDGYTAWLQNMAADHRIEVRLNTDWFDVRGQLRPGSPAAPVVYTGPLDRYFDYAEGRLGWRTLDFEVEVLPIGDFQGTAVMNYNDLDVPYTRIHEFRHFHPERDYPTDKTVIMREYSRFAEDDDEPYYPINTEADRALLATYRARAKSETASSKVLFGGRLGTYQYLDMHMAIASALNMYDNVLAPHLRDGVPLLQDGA
BoNT F protease: BoNT F light chain protease inhibition | inhibition, % at 10 µM | AID 588497 | Multiplex microsphere protease cleavage assay, flow cytometry | 360,000 tested, 0.22% active; in the data active = inhibition above about 35%, passing the limit was not always enough; inconclusive = no clear call, values can overlap the other calls; note: plate controls were buffer without enzyme for full effect and enzyme alone for no effect
GDH-TPI inh: counter-screen for M. tuberculosis FBA inhibitors: GDH-TPI coupled enzymes; GDH-TPI coupled enzyme counterscreen, NADH absorbance; inhibition, % at 4.8 µM; 360,000 tested, 1.2% active; AID 588335;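 note: 0% = DMSO wells and 100% = wells lacking the enzyme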
Mtb FBA inh: inhibits M. tuberculosis FBA enzyme. AID 588726. 360,000 tested, 2.3% active. purified M. tuberculosis FBA, fluorescence read-out. inhibition, % at 1 µM; in the data active = inhibition above about 27%;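 note: 0% = vehicle and 100% = reference inhibitor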
Target sequence (P9WQA3 whole entry, looked up): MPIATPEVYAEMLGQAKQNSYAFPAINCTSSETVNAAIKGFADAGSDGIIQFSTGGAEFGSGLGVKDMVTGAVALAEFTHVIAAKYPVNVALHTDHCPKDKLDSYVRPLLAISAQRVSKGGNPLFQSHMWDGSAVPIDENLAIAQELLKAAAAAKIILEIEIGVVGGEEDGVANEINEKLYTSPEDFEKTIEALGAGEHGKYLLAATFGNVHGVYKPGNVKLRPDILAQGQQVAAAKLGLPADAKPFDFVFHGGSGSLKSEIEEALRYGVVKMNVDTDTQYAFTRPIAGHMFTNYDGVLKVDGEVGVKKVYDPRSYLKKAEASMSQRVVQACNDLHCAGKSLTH
* hit, by the source's call; u = inconclusive; x = not tested or not shown. Cut-off read from the data, not from the text of the source, unless noted: active = inhibition above about 30%; inactive = the rest.

SMILES | BoNT-A LC inh2 | CCHFV vOTU inh | FadD28 binding | BioA inh | PrPC TRFRET | UGM FP inh | BoNT F protease | GDH-TPI inh | Mtb FBA inh
CCc1ccccc1N(CC(=O)NCC1CCCO1)C(=O)CCC(=O)Nc1cc(C)on1 (stereo not drawn) | -1.8 | 0.7 | 0.1 | -0.2 | 4.0 | -0.6 | -18.3 | 7.3 | -3.2
COc1cccc(C2OC(=O)c3ccccc3N2C(C)=O)c1OC(C)=O (stereo not drawn) | -0.8 | 11.3 | -1.1 | -1.7 | -5.3 | 2.3 | -12.3 | 3.9 | 2.6
CCN(C1CCS(=O)(=O)C1)S(=O)(=O)c1cccc([N+](=O)[O-])c1 (stereo not drawn) | -1.0 | -7.5 | 0.5 | x | -14.2 | -0.6 | 4.9 | 2.2 | 1.5
C/C(=N\NC(=O)c1ccccc1O)c1c(O)cc(C)oc1=O | 11.2 | -6.0 | 0.6 | -2.2 | -3.1 | 1.1 | 17.0 | 27.9 | 0.8
CCC1CCCCN1CCCNC(=O)CNC(=O)c1nn(-c2ccc(OC)c(Cl)c2)c(=O)c2ccccc12 (stereo not drawn) | 2.4 | 26.0 | -2.4 | 0.4 | -29.9 | -1.9 | -12.1 | -0.8 | 0.8
COc1cc(/C=C/c2ccc3cccc(OC)c3n2)c(OC(C)=O)c([N+](=O)[O-])c1 | 0.7 | -1.4 | -2.9 | x | -9.6 | 3.3 | -4.8 | 24.9 | 4.3
Nc1ncncc1-c1ccc([N+](=O)[O-])cc1 | -0.7 | 9.6 | -2.8 | 0.7 | -23.8 | 0.6 | 2.1 | 3.5 | -6.3
CCOC(=O)CCSc1nc(C)c2ccccc2n1 | -0.7 | 13.4 | -0.4 | -0.6 | 4.0 | -2.3 | -5.5 | 16.8 | 2.2
COc1cc(C(=O)Nn2c(CC(C)C)nc3ccccc3c2=O)cc(OC)c1OC | -1.9 | 10.2 | -1.2 | 0.7 | -3.8 | 0.9 | u | 5.5 | 0.1
O=C(CCNS(=O)(=O)c1ccc2c(c1)CCC(=O)N2)NCc1cccnc1 | 0.3 | 7.8 | -0.2 | -0.8 | 7.3 | 0.4 | 2.0 | 0.6 | 3.8
CC1(C)C2CCC1(C)C(NC(=O)CCN1CCCCC1)C2 (stereo not drawn) | 0.2 | -7.7 | -1.4 | 4.8 | 3.2 | -1.9 | 10.1 | -10.7 | -1.1
CCCn1c(=O)c(C(=O)N/N=C/c2ccccc2F)c(O)c2ccccc21 | -0.2 | -1.6 | -1.8 | x | -2.5 | 0.0 | -4.5 | 7.3 | -3.1
O=C(Oc1ccc(OC(=O)C2CCC2)cc1)C1CCC1 | -0.7 | 8.9 | -1.0 | x | -3.5 | 1.5 | -1.1 | 0.4 | 0.9
CCCNC(=O)C(Cc1ccc(I)cc1)NC(=O)C1CC1 (stereo not drawn) | 0.3 | -0.9 | -0.3 | -1.0 | 6.2 | 2.2 | 3.6 | -10.0 | -0.4
Cc1nc2ccccc2n1CC(=O)N/N=C\c1ccccn1 | 0.4 | 0.1 | -0.7 | -0.2 | 2.1 | 2.0 | -4.1 | 6.8 | 2.6
Cc1cccc(N2CCN(C(=O)Cn3cccc3)CC2)c1C | -0.6 | 6.9 | -0.1 | -2.1 | -5.3 | 0.4 | -1.5 | 3.9 | -0.9
CCCC[C@@H]1C=C(C(=O)O)[C@H](c2ccc(C)cc2)N1S(=O)(=O)c1ccc(C)cc1 | -0.9 | 19.8 | 0.2 | 0.3 | -0.7 | -0.8 | -7.2 | 9.4 | 0.6
NS(=O)(=O)c1ccc(CNC(=O)CNC(=O)c2ccc(F)cc2)cc1 | -0.7 | 10.3 | -0.9 | -0.7 | 3.7 | 0.2 | -6.8 | 9.5 | 3.7
Cc1ccc(SCc2ccc(C(=O)NCc3cccnc3)cc2)cc1 | -0.3 | 12.7 | -0.9 | -1.0 | 3.5 | -0.9 | -10.8 | 1.9 | -2.1
COc1cccc(OCC(O)CN2CCC(C)CC2)c1 (stereo not drawn) | 0.1 | -3.5 | -0.5 | -2.4 | -3.0 | 2.6 | -3.1 | 11.7 | -2.1
COc1ccc(C2CC(c3ccccc3)=NN2c2ccc(N)cc2)cc1 (stereo not drawn) | 0.4 | 1.9 | -3.8 | x | -10.1 | 1.7 | -31.4 | 15.3 | -0.1
CC1=C(C(=O)N2CCOCC2)C(c2ccsc2)C2=C(CCCC2=O)N1 (stereo not drawn) | 1.9 | -8.8 | 0.6 | -0.3 | 1.3 | 2.2 | 3.1 | 4.9 | 7.7
COCCN(Cc1cc2cccc(C)c2[nH]c1=O)C(=O)c1ccccc1 | -0.2 | 3.4 | -1.8 | -0.4 | -2.3 | 0.5 | -6.2 | 11.0 | 4.2
CCOC(=O)N1CCN(C(=O)COC(=O)c2cc(Cl)cc(Cl)c2)CC1 | -0.2 | 18.7 | 0.2 | -7.4 | -0.2 | -1.4 | -5.2 | 17.0 | 5.5
O=C(CSc1nc(=O)n2ccccc2n1)NC1CCCCC1 | 4.6 | -1.9 | 2.3 | -0.1 | -1.6 | -1.5 | 12.6 | 15.9 | 7.7

Arranged by SMILES length (smallest number first): some entries from above.
SMILES | BoNT-A LC inh2 | CCHFV vOTU inh | FadD28 binding | BioA inh | PrPC TRFRET | UGM FP inh | BoNT F protease | GDH-TPI inh | Mtb FBA inh
CCCNC(=O)C(Cc1ccc(I)cc1)NC(=O)C1CC1 (stereo not drawn) | 0.3 | -0.9 | -0.3 | -1.0 | 6.2 | 2.2 | 3.6 | -10.0 | -0.4
CCOC(=O)N1CCN(C(=O)COC(=O)c2cc(Cl)cc(Cl)c2)CC1 | -0.2 | 18.7 | 0.2 | -7.4 | -0.2 | -1.4 | -5.2 | 17.0 | 5.5
COc1cc(/C=C/c2ccc3cccc(OC)c3n2)c(OC(C)=O)c([N+](=O)[O-])c1 | 0.7 | -1.4 | -2.9 | x | -9.6 | 3.3 | -4.8 | 24.9 | 4.3

Copied from the list.
COc1ccc(C2CC(c3ccccc3)=NN2c2ccc(N)cc2)cc1 (stereo not drawn) in BoNT-A LC inh2 → 0.4
COc1cccc(OCC(O)CN2CCC(C)CC2)c1 (stereo not drawn) in GDH-TPI inh → 11.7
CCCNC(=O)C(Cc1ccc(I)cc1)NC(=O)C1CC1 (stereo not drawn) in GDH-TPI inh → -10.0
CC1=C(C(=O)N2CCOCC2)C(c2ccsc2)C2=C(CCCC2=O)N1 (stereo not drawn) in GDH-TPI inh → 4.9
Cc1cccc(N2CCN(C(=O)Cn3cccc3)CC2)c1C in GDH-TPI inh → 3.9
O=C(Oc1ccc(OC(=O)C2CCC2)cc1)C1CCC1 in FadD28 binding → -1.0

(next part)
SMILES | BoNT-A LC inh2 | CCHFV vOTU inh | FadD28 binding | BioA inh | PrPC TRFRET | UGM FP inh | BoNT F protease | GDH-TPI inh | Mtb FBA inh
Cc1c(N2C(=O)/C(=C\C3CC=CCC3)SC2=S)c(=O)n(-c2ccccc2)n1C (stereo not drawn) | -0.2 | 0.6 | -4.6 | x | 6.7 | x | -3.2 | 12.0 | -3.9
CC#CCN1c2ccccc2[C@]23C[C@@H](C(=O)OC)N(C(=O)c4cc(C)oc4C)C2=NC(C(=O)OC)=C(C(=O)OC)[C@H]13 | -0.4 | -1.8 | -1.7 | -0.9 | -1.6 | 2.9 | -6.7 | 10.3 | -4.2
COc1ccc(-c2nnc3sc(C(C)N4C(=O)c5ccccc5C4=O)nn23)cc1 (stereo not drawn) | -1.2 | -1.5 | -0.9 | 1.2 | -1.5 | -0.8 | -9.9 | 8.9 | -0.9
CCOC(=O)C1CCN(C(=O)c2ccc3c(c2)NC(=O)/C(=C\c2ccc(C)cc2)S3)CC1 | 0.0 | 0.1 | 1.9 | -1.7 | -2.6 | 2.1 | -1.7 | 15.7 | 2.0
COc1cc2c(cc1OC)C1Cc3ccc(OC)c(OC)c3CN1CC2 (stereo not drawn) | -0.9 | 0.7 | 0.0 | 1.4 | 0.9 | 0.3 | -10.2 | -11.8 | 1.2
CCOC(=O)C1=C(N)N2C(=O)C(C)SC2=C(C(=O)OCC)C1c1cc(OC)c(OC)c(OC)c1 (stereo not drawn) | -0.6 | -1.2 | 2.3 | x | -4.1 | 1.1 | -2.3 | 12.9 | 4.5
O=C1c2ccccc2C(Nc2cccnc2)N1Cc1ccccc1 (stereo not drawn) | -0.8 | 10.3 | -1.7 | -1.7 | -7.6 | -2.8 | -2.9 | 1.9 | -1.0
c1ccc(-c2cnn3nnnc3n2)cc1 | 0.4 | 19.1 | -3.5 | 0.8 | -84.2 | 1.4 | -2.1 | 18.5 | 2.4
C=CCSC1=NN2CCS(=O)(=O)N=C2S1 | -1.2 | 1.5 | -0.8 | x | -0.9 | -0.7 | -5.0 | -4.4 | 1.9
COc1ccc(N2Cc3cccc(C(=O)NC(C)CCc4ccco4)c3C2=O)cc1 (stereo not drawn) | -0.2 | 12.1 | -4.3 | -0.3 | -1.9 | -2.5 | 3.6 | 1.0 | 0.3
CC1CC(=O)Nc2ccccc2N1S(=O)(=O)c1cccs1 (stereo not drawn) | -7.3 | -9.6 | 0.1 | -0.7 | 5.0 | -0.6 | u | -0.8 | 2.5
COc1ccc(Nc2ncnc3c2cnn3-c2cccc(C)c2)cc1OC | -0.4 | -0.8 | 0.4 | -2.2 | 5.0 | x | 4.0 | -4.3 | 15.1
CCNc1nc(SC(C(C)=O)C(C)=O)nc(N(C)C)n1 | 0.2 | -5.7 | -11.9 | -0.9 | -7.6 | 1.1 | -0.1 | -2.6 | -1.4
CCc1cccc(CC)c1NC(=O)c1ccc(-n2cncn2)nc1 | 1.0 | -5.4 | -0.6 | x | 1.8 | 0.6 | 0.9 | -1.9 | 4.0
CCOC(=O)Cc1csc(NC(=O)CCNS(=O)(=O)c2ccc3c(c2)CCC(=O)N3)n1 | 0.3 | -2.2 | -0.9 | -2.3 | 3.9 | 1.5 | 0.5 | -1.9 | -3.9
CCCCn1c(N)c(N(CC(C)C)C(=O)c2ccc(OCc3c(C)noc3C)cc2)c(=O)[nH]c1=O | x | -1.0 | -3.7 | -1.9 | 3.4 | -2.0 | x | -6.6 | -0.4
Cc1cccc(N(CC(=O)NCC2CCCO2)C(=O)CCC(=O)Nc2cc(C)on2)c1 (stereo not drawn) | 1.0 | 2.4 | 0.8 | 0.5 | 2.5 | -1.2 | -3.6 | 3.1 | 4.7
CCc1ncc(CN2CCCCC2C(=O)Nc2ccc(Oc3ccccc3)nc2)cn1 (stereo not drawn) | 0.5 | -0.7 | -1.0 | 1.1 | 0.6 | 3.4 | 20.1 | -2.1 | -1.0
CCN(CC)S(=O)(=O)c1ccc(C(=O)NCc2ccc3c(c2)OCO3)cc1 | -0.3 | -8.7 | 1.3 | x | -0.4 | 1.5 | -1.7 | -3.1 | -2.2
Nc1nnc(SCC(=O)Nc2nccs2)s1 | 3.3 | 6.3 | -1.4 | x | 5.1 | 2.2 | 22.1 | -3.0 | 2.4
CCOC(=O)NN1C(=O)c2ccccc2NC1c1ccc(OC)cc1OC (stereo not drawn) | -0.8 | -52.9 | 0.6 | -2.7 | 5.6 | -0.6 | -0.7 | 3.5 | 41.6*
OC(c1ccccc1)c1nc(-c2ccc(Cl)cc2)cs1 (stereo not drawn) | -0.1 | 1.8 | 1.2 | -1.3 | 4.2 | x | 5.3 | 11.6 | 1.7
CC(NC(=O)[C@H](C)NC(=O)[C@@H]1CSC2c3ccccc3C(=O)N21)c1ccccc1 (stereo partly drawn) | -0.9 | 2.2 | -0.2 | -0.9 | 5.8 | 1.1 | -5.3 | 2.6 | -1.6
Cc1nnc(NC(=O)CSc2nnc3c(n2)[nH]c2ccc(Br)cc23)s1 | -1.8 | 2.0 | x | x | 0.6 | 1.0 | 19.0 | 4.4 | 1.6
CCOC(=O)c1c(-c2cccc3ccccc23)csc1NC(=O)C1C2CCC(O2)C1C(=O)O (stereo not drawn) | -3.9 | 15.3 | -3.3 | 4.0 | 2.9 | 0.4 | -34.9 | 3.8 | 4.8
CC(C)c1ccc(S(=O)(=O)N2CCN(C(=O)c3cc([N+](=O)[O-])ccc3N3CCOCC3)CC2)cc1 | 1.8 | -8.3 | -0.9 | -1.4 | -6.4 | 0.8 | 0.0 | 5.3 | 0.2
Cc1cccc(OCc2nn[nH]n2)c1C | x | -3.8 | -1.1 | -2.2 | 1.9 | -2.2 | x | 18.6 | 2.5
COc1ccc(C(=O)Nc2ccc(N3CCOCC3)cc2)cc1S(=O)(=O)N1CCCC1 | -0.7 | 3.4 | 2.4 | 1.6 | 0.2 | x | -1.8 | 7.3 | 1.7
